Assay outcomes as filed in PubChem.
Pol eta inh: DNA polymerase eta (human) inhibition. actives 1.2% (n = 390,000). AID 588591. recombinant Pol eta, fluorescent DNA replication assay. Potency, µM (titrated, usually from 114 µM), inactives show at the top dose activity change, negative = inhibition, actives largely listed as inhibitors; also: potency is read from the fitted curve at half-maximal effect; % is scaled to controls: 0 for no effect and ±100 for the full control effect
Target sequence (Q9Y253 whole entry, looked up): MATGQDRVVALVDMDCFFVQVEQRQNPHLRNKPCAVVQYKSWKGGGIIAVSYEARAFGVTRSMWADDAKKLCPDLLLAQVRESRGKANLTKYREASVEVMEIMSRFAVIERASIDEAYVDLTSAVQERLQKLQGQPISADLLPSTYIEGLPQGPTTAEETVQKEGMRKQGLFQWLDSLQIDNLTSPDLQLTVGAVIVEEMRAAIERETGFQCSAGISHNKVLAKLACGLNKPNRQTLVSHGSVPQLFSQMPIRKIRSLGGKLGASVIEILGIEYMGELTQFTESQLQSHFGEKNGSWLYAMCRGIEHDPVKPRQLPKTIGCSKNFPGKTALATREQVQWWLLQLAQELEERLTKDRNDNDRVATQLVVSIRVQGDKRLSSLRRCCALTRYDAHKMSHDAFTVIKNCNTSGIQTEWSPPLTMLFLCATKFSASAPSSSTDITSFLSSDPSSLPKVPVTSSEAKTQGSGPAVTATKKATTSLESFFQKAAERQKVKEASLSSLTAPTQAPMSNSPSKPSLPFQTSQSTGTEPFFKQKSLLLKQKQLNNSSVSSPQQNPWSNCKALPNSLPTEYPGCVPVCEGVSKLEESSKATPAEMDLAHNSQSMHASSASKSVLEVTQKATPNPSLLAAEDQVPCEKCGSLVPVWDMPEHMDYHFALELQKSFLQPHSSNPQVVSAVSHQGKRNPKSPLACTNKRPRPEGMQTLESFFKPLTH
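Pol eta at 10 nM preincubated with compounds 15 min at room temperature; reaction started with fluorescent substrate (50 nM final) and read kinetically at 0 and 10 min.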
Pol kappa inh: inhibitors of human DNA polymerase kappa. Q9UBT6. purified Pol kappa, fluorescent DNA synthesis assay, 10 min. Potency, µM (doses to about 107 µM), for inactives: top-dose activity, negative = inhibition, usual class: inhibitors. actives 0.53% (n = 400,000). AID 588579; also: potency is read from the fitted curve at half-maximal effect; % is scaled to controls: 0 for no effect and ±100 for the full control effect
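Kinetic fluorescence screen: compound preincubated 15 min RT with 10 nM enzyme; 50 nM substrate (final) initiates; reads at 0/10 min.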
POLI inh: DNA polymerase iota (human) inhibition | Potency, µM (series often up to 115 µM), for inactives: at the highest dose activity, negative = inhibition, hits mostly inhibitors | Pol iota fluorescent replication assay, 10 min | actives 1% (n = 390,000); also: potency is read from the fitted curve at half-maximal effect
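Fluorescent replication assay read twice, at 0 min and 10 min after adding 50 nM (final) substrate. Enzyme (10 nM) and compounds were first incubated 15 min at room temperature; enzyme-free buffer wells were negative controls.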
LDHA block: inhibitors of human lactate dehydrogenase A; P00338; purified LDHA, NADH/diaphorase-resazurin fluorescence; active compounds read low; activity change, % (values are at about 110 or 230 µM); actives 0.15% (n = 480,000); AID 1347041; in the data active = activity change below about -30%; inconclusive = mostly about -25% to -30%;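 also: plate controls were DMSO wells for no effect and wells without enzyme for full effect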
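LDH5 2 nM; NADH 0.06 mM, pyruvate 0.2 mM; 200 mM Tris pH 7.4, EDTA, Tween-20; 5 min RT. Detection: diaphorase 0.133 mg/mL + resazurin 37 µM, fluorescence ex540/em590 at 0 and 20 min; normalized to enzyme-free and DMSO wells.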
APEX1 inh: APE1 (human) endonuclease inhibition. actives 0.35% (n = 350,000). Potency, µM (top dose mostly 65.8 µM), for inactives: top-dose activity change, negative = inhibition, most hits filed as inhibitors. recombinant APE1, TAMRA/BHQ-2 abasic DNA cleavage fluorescence. P27695;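 also: potency is read from the fitted curve at half-maximal effect; plate controls were vehicle for no effect and reference inhibitor for full effect; nearly all actives have a fitted effect of over 55% in size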
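Quantitative HTS: incision of a TAMRA/BHQ-2 double-stranded substrate bearing a tetrahydrofuran abasic site by 0.75 nM APE1 raises fluorescence. Substrate 50 nM final, added after 15 min compound preincubation at room temperature; progress as third-minus-first kinetic read difference.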
Anesthetic bind: binds horse apoferritin like a general anesthetic. P02791. apoferritin/1-aminoanthracene competitive binding, fluorescence. Potency, µM (series often up to 77.5 µM), for the others: at the top dose activity change, negative = displacement, most hits filed as inhibitors. actives 0.074% (n = 350,000). AID 485281; also: potency is read from the fitted curve at half-maximal effect; % is scaled to controls: 0 for no effect and ±100 for the full control effect; nearly all actives have a fitted effect of over 20% in size
Target sequence (P02791 2-175 limits assumed): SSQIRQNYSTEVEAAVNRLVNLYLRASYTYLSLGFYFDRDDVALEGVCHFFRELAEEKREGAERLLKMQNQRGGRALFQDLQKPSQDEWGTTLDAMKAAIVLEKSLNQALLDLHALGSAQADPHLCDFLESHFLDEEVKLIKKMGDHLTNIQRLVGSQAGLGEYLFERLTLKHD
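Steps: apoferritin (10 uM) was premixed with half-saturated 1-AMA in PBS, compounds were pin-transferred, plates stood 10 min at room temperature, fluorescence was read at 380/535 nm, and curves were fitted with a Hill equation.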
POLB inh: blocks human DNA polymerase beta activity; P06746; Potency, µM (highest dose often 114 µM), for inactives: at the highest dose activity change, negative = inhibition, actives largely listed as inhibitors; AID 485314; Pol beta primer extension/strand displacement, fluorescence kinetic; actives 1.3% (n = 340,000); also: potency is read from the fitted curve at half-maximal effect; % is scaled to controls: 0 for no effect and ±100 for the full control effect
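Enzyme-only controls used 10 nM Pol beta; buffer lacking enzyme served as negative control. Compound preincubated 15 min, then 50 nM substrate added; 0 and 10 min reads at room temperature.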
Glioma ERSR ind: inducers of ER stress response in human glioma cells; Potency, µM, for the others: at the highest dose activation, actives largely listed as activators; U87-MG GRP78 promoter luciferase reporter, 16 h; AID 602332; actives 0.02% (n = 420,000); also: potency is read from the fitted curve at half-maximal effect; series mostly up to about 76 µM; % of control where 0% means no effect; nearly all actives have a fitted effect of over 35% in size
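ERSR induction read as luciferase luminescence (Bright-Glo, 10 min at room temperature) in stably transfected human U87-MG glioma cells exposed to compounds for 16 h, using GRP78 as sensor.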
BLM helicase inh: blocks DNA unwinding by human BLM helicase; Potency, µM (titrated, usually from 56.1 µM), without a hit: top-dose activity change, negative = inhibition, usual class: inhibitors; AID 2528; actives 0.2% (n = 350,000); recombinant BLM DNA unwinding, fluorescence dequenching;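 also: potency is read from the fitted curve at half-maximal effect; plate controls were vehicle for no effect and no enzyme for full effect; nearly all actives have a fitted effect of over 35% in size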
* hit, by the source's call; ? = inconclusive; / = not tested or not shown; [ ] = remark or other dose. Unless noted, calls follow the shape of the dose curve; as a rule, active = well fitted curve in the direction sought with a large enough effect; inconclusive = small, poorly fitted or top-dose-only effect, or another doubt; inactive = no such curve, though single readings can be large; an effect the other way counts as inactive or inconclusive. These rows are one share of the data; rates above refer to the full screens.

Results follow in this order: Pol eta inh | Pol kappa inh | POLI inh | LDHA block | APEX1 inh | Anesthetic bind | POLB inh | Glioma ERSR ind | BLM helicase inh
[1] CN1C(=O)c2[nH]nc(-c3ccc(F)cc3)c2C1c1ccccn1 (centres undefined)
  ? | 3% | 6% | 1 | / | -10% | 18% | -2% | -6%
[2] Cc1ccccc1N(CC(=O)O)S(C)(=O)=O
  8% | -2% | 7% | -1 | -6% | 7% | 44% | -4% | -12%
[3] NS(=O)(=O)c1ccc(CCNC(=O)CSc2ccsc2[N+](=O)[O-])cc1
  22µM* | ? | ? | -6 | -1% | -5% | -1% | -2% | -5%
[4] Cc1ccc(C(=O)c2cnc3ccccc3c2-c2ccccc2)cc1
  -10% | -11% | -6% | 1 | 1% | ? | 2% | -3% | -9%
[5] O=C(NC1CCCCC1)C(c1cccnc1)N(C(=O)c1csnn1)c1ccccc1F (centres undefined)
  -12% | -13% | 57%[activator] | -1 | 23% | -7% | 15% | 0% | 1%
[6] O=C(Nc1cc(S(=O)(=O)N2CCOCC2)ccc1Cl)c1ccncc1
  -20% | -12% | 95%[activator] | -2 | 39% | / | / | -2% | /
[7] Cc1c(-c2nsc(NC(=O)c3cccs3)n2)nnn1-c1ccc(Cl)cc1
  ? | -44% | ? | -3 | / | -7% | 20µM* | 0% | -8%
[8] CC(OC(=O)CNC(=O)c1ccc2ccccc2c1)C(=O)NC1CCCCC1C (centres undefined)
  -7% | -4% | 35%[activator] | -3 | 12% | -15% | 2% | -6% | -4%
[9] CC(C)n1ncc2c(C(=O)Nc3ccc(CC#N)cc3)cc(C3CC3)nc21
  -6% | 3% | 20% | 0 | 0% | / | / | 4% | /
[10] Cc1cccc2cc(CN(CC3CCCO3)C(=S)Nc3ccccc3)c(=O)[nH]c12 (centres undefined)
  -22% | -13% | -9% | -6 | 1% | -9% | -2% | -6% | 4%
[11] Cc1ccc(NC(=O)C2CCCN(c3cnccn3)C2)cc1Cl (centres undefined)
  -22% | -12% | 7% | -1 | / | -9% | 1% | -1% | 0%
[12] c1ccc2c(C[C@@H]3CNCCN3CCC34CC5CC(CC(C5)C3)C4)cccc2c1
  -11% | -22% | ? | 3 | -4% | / | / | -4% | /
[13] O=C(Cc1c(Cl)cccc1Cl)Nc1cccnc1
  -18% | -5% | 58%[activator] | -3 | 7% | -14% | 24% | -2% | -6%
[14] Cn1cccc1C(=O)OCc1nc2ccccc2c(=O)[nH]1
  20µM* | 71µM* | 18µM* | -2 | -5% | / | / | 4% | /
[15] COc1ccc(N2CCN(C(=O)c3cc4c(C)nc5ccccc5c4o3)CC2)cc1
  -12% | -13% | 7% | 1 | -21% | -2% | -15% | -6% | -4%

Some of these compounds in order of their number in Pol eta inh, low to high.
item | Molecule | Pol eta inh | Pol kappa inh | POLI inh | APEX1 inh | Anesthetic bind | POLB inh | Glioma ERSR ind | BLM helicase inh
15 | COc1ccc(N2CCN(C(=O)c3cc4c(C)nc5ccccc5c4o3)CC2)cc1 | -12% | -13% | 7% | -21% | -2% | -15% | -6% | -4%
12 | c1ccc2c(C[C@@H]3CNCCN3CCC34CC5CC(CC(C5)C3)C4)cccc2c1 | -11% | -22% | ? | -4% | / | / | -4% | /
8 | CC(OC(=O)CNC(=O)c1ccc2ccccc2c1)C(=O)NC1CCCCC1C (centres undefined) | -7% | -4% | 35%[activator] | 12% | -15% | 2% | -6% | -4%

The list goes on.
Results follow in this order: Pol eta inh | Pol kappa inh | POLI inh | LDHA block | APEX1 inh | Anesthetic bind | POLB inh | Glioma ERSR ind | BLM helicase inh
[16] CCN(CC(=O)NCc1cccs1)C(=O)c1ccc(S(=O)(=O)N(C)C)cc1
  -19% | -1% | 101%[activator] | 1 | -4% | -5% | 1% | -2% | 1%
[17] COC(=O)c1cc(C#N)c(Oc2cccc(C)c2C)nc1C
  -5% | -4% | 14% | -6 | 10% | -2% | -14% | -2% | 2%
[18] COc1ccccc1NC(=O)COC(=O)c1ccccc1C(=O)N1CCN(c2ccccc2)CC1
  -16% | -6% | 176%[activator] | -3 | -5% | -22% | 3% | -4% | -3%
[19] Brc1cc2c(cc1C1OCCCO1)OCO2
  -6% | -3% | 12% | -8 | / | / | / | 0% | /
[20] Fc1ccc(N2N=C(c3cccs3)CC2c2ccccc2)cc1 (centres undefined)
  ? | -3% | 13% | 3 | 4% | 76%[activator] | 2% | -1% | -11%
[21] Cc1cc(C)c(OCC(O)CN2CCN(C(=O)c3ccccc3)CC2)c(C)c1 (centres undefined)
  -16% | 10% | 22% | -3 | -9% | -7% | ? | -2% | 0%
[22] Cc1cccc(C)c1N1CCN(C(=O)Cn2cncn2)CC1
  -1% | -12% | 117%[activator] | -10 | 9% | -11% | ? | 10% | 0%
[23] O=C(COC(=O)c1cccnc1Cl)NCc1ccco1
  ? | -42% | ? | -4 | ? | -2% | 16µM* | -3% | -8%
[24] COC(=O)c1ccc(N=Cc2c(C(F)(F)F)[nH]n(C)c2=O)cc1
  -1% | -3% | ? | 0 | 14% | -5% | 36% | -4% | -8%
[25] Cn1nnc2c(N3CCCCC3)ncnc21
  7% | -9%[60.1 µM] | 2% | -3 | / | -6% | -27% | -2% | 0%
[26] Nc1ccc(-c2nc3ccc(C(=O)O)cc3s2)cc1
  ? | -21% | -7% | -7 | ? | 481%[activator] | ? | -15% | -5%
[27] CCOc1c(Cl)cc(/C=C/C(=O)N(CC)CC(=O)NCc2cccs2)cc1OC
  -21% | -14% | 20% | -5 | -3% | / | / | -4% | /
[28] CC1CCc2c(c3ccccc3[nH]c2=O)O1 (centres undefined)
  -2% | -1% | 4% | -9 | -1% | 0% | 4% | -9% | 1%
[29] O=C(Cn1ccc(NC(=O)OCc2ccccc2)nc1=O)NCCc1ccccn1
  -5% | -7% | 10% | -6 | -8% | / | / | -4% | /
[30] COc1ccccc1NC(=O)C(C)Sc1nccn1C (centres undefined)
  1% | -3% | -11% | -15 | 2% | / | / | 0% | /

Profiles from above. Order of values: Pol eta inh | Pol kappa inh | POLI inh | LDHA block | APEX1 inh | Anesthetic bind | POLB inh | Glioma ERSR ind | BLM helicase inh
Fc1ccc(N2N=C(c3cccs3)CC2c2ccccc2)cc1 (centres undefined) reads ? | -3% | 13% | 3 | 4% | 76%[activator] | 2% | -1% | -11%
Nc1ccc(-c2nc3ccc(C(=O)O)cc3s2)cc1 reads ? | -21% | -7% | -7 | ? | 481%[activator] | ? | -15% | -5%
Cn1nnc2c(N3CCCCC3)ncnc21 reads 7% | -9%[60.1 µM] | 2% | -3 | / | -6% | -27% | -2% | 0%
COC(=O)c1cc(C#N)c(Oc2cccc(C)c2C)nc1C reads -5% | -4% | 14% | -6 | 10% | -2% | -14% | -2% | 2%

(listing goes on)
Results follow in this order: Pol eta inh | Pol kappa inh | POLI inh | LDHA block | APEX1 inh | Anesthetic bind | POLB inh | Glioma ERSR ind | BLM helicase inh
[31] Clc1cccc(CN2CCc3c([nH]c4ccccc34)C2)c1Cl
  -18% | 1% | -6% | -5 | -7% | -13% | 12% | ? | -9%
[32] CCn1c(COc2c(C)cccc2C)nnc1SCc1nc2ccccc2c(=O)[nH]1
  10% | 2% | 14% | -8 | 2% | -17% | 3% | -3% | -7%
[33] CC[C@@H](C)[C@@H]1CN([C@@H](C)CN2CCC[C@H]2CN2C(N)=NC[C@@H]2Cc2ccccc2)C(=N)N1CCCC1CCCC1
  -6% | -14% | ? | 1 | -38% | / | / | -5% | /
[34] C=CCSc1ncc(-c2ccccc2)cn1
  -23% | 1% | 40%[activator] | 0 | -3% | -21% | -25% | 4% | -1%
[35] Cc1cc(C(=O)N/N=C2\CC(=O)CC(C)(C)C2)c2ccccc2n1
  -14% | -8% | 28% | 3 | -3% | -6% | 8% | -6% | -3%
[36] Cc1cc(NC(=O)C2C3C(=O)N(CCC(C)C)C(C(=O)NCc4ccccc4)C34C=CC2(C)O4)no1 (centres undefined)
  5% | -3% | 9% | 0 | 10% | 2% | 2% | -3% | -10%
[37] CCCCNc1nnc(SCC(=O)c2c(N)n(CCC)c(=O)[nH]c2=O)s1
  1% | -18% | -11% | -9 | -10% | / | / | -5% | /
[38] Cc1ccccc1N(C(=O)Cc1c[nH]c2ccccc12)C(C(=O)NC1CCCCC1)c1ccco1 (centres undefined)
  0% | -5% | 10% | -6 | 1% | -12% | -8% | -4% | 0%
[39] O=C(N/N=C/c1ccc([N+](=O)[O-])o1)c1ccc(O)cc1
  -11% | -23% | ? | -4 | -5%[21 µM] | -5% | ? | -7% | -11%
[40] CSc1ccccc1NC(=O)CN(C)CC(=O)Nc1ccccc1C(F)(F)F
  -23% | -3% | 96%[activator] | -3 | 12% | -5% | 54% | 1% | -5%
[41] COc1ccc(N2Cc3ccc(OC)c(OC)c3C2=O)cc1
  -7% | -4% | -28% | 0 | 17% | -9% | ? | -5% | -2%
[42] Cc1c(Nc2cc(N3CCCC(C)C3)c3nonc3c2[N+](=O)[O-])c(=O)n(-c2ccccc2)n1C (centres undefined)
  -7% | -10% | 31%[activator] | -2 | 1% | -10% | 32% | -2% | 0%
[43] COc1ccc(CC(=O)N2CCN(c3ccc(C4=NNC(=O)CC4C)cc3)CC2)cc1 (centres undefined)
  -17% | -6% | -13% | 3 | 0% | -9% | 40% | -6% | -4%
[44] O=C(Cc1n[nH]c(=O)c2ccccc12)Nc1ccc(-c2nnc3n2CCCCC3)cc1
  2% | -13% | 10% | -1 | 2% | -6% | 22% | 0% | 0%
